HEK cytotox = Cytotoxic Profiling in HEK 293 Cell Line of Diverse Libraries Using Quantitative High-Throughput Screening | AID 1345083, 2018 | Potency, µM (doses to about 115 µM), without a hit: top-dose activity change, negative = cytotoxicity, usual class: inhibitors | HEK 293 viability, ATP luminescence (CellTiter-Glo), 48-72 h | actives 6.6% (n = 94,000); note: potency is the fitted concentration of half-maximal effect; nearly all actives have a fitted effect of over 60% in size
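HEK 293 cells seeded at 250 cells/well were exposed to compound for 48 or 72 hr at 37 degree Celsius. Viability taken as ATP content by CellTiter-Glo luminescence.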
GPT2 inh = Primary qHTS assay for inhibitors of Glutamate pyruvate transaminase 2 (GPT2); Recombinant GPT2, coupled pyruvate oxidase/HRP Amplex Red fluorescence; actives 0.25% (n = 100,000); AID 1671188, 2021; Potency, µM (highest dose often 57.7 µM), for inactives: top-dose activity change, negative = inhibition, most hits filed as inhibitors; Alanine aminotransferase 2 (Homo sapiens), Q8TD30; note: potency is the fitted concentration of half-maximal effect; nearly all actives have a fitted effect of over 60% in size; many of its hits are not listed in these tables
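Fluorescence of coupled pyruvate oxidase/HRP/Amplex Red system (50uM Amplex, 30 min, dark) reports pyruvate formed by GPT2. Enzyme reaction: 10ng/uL GPT2, 2mM L-alanine, 250uM a-KG, 30 min room temperature, pH 7.5; 50uM AOA control.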
SNCA expr inh = Primary qHTS assay for inhibitors of alpha-synuclein gene (SNCA) expression | actives 0.17% (n = 140,000) | Potency, µM (titrated, usually from 57.2 µM), without a hit: at the top dose activity change, negative = inhibition, actives largely listed as inhibitors | AID 1671194, 2021 | HEK-293 SNCA-luciferase knock-in, luminescence, 24 h;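 note: potency is the fitted concentration of half-maximal effect; plate controls were DMSO cells for no effect and cell-free wells for full effect; nearly all actives have a fitted effect of over 45% in size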
SNCA viab count = GF-AFC viability counterscreen for inhibitors of alpha-synuclein gene (SNCA) expression | Potency, µM (series often up to 57.1 µM), for inactives: at the highest dose activity change, negative = cytotoxicity, most hits filed as cytotoxic | HEK-293-SNCA-luc viability, GF-AFC fluorescence, 24 h | actives 0.12% (n = 150,000);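 note: potency is the fitted concentration of half-maximal effect; 0% = DMSO-treated cells and -100% = medium-only wells without cells; nearly all actives have a fitted effect of over 30% in size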
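Cytotoxicity counterscreen: after 24 h compound treatment of genome-edited SNCA-luciferase HEK-293 cells, live-cell protease substrate GF-AFC read by fluorescence after 30 min; activity scaled between DMSO (0%) and medium-only (-100%), curves Hill-fitted.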
IP6K1 inh = Primary qHTS assay for small molecule inhibitors of Inositol hexaphosphate kinase 1 (IP6K1) | IP6K1 kinase, ADP-Glo luminescence, 2 h; active compounds read low | activity change, % (series mostly up to about 58 µM) | Inositol hexakisphosphate kinase 1 (Homo sapiens), Q92551 | actives 0.81% (n = 140,000); in the data active = activity change below about -25%
Target sequence (Q92551 whole entry, looked up): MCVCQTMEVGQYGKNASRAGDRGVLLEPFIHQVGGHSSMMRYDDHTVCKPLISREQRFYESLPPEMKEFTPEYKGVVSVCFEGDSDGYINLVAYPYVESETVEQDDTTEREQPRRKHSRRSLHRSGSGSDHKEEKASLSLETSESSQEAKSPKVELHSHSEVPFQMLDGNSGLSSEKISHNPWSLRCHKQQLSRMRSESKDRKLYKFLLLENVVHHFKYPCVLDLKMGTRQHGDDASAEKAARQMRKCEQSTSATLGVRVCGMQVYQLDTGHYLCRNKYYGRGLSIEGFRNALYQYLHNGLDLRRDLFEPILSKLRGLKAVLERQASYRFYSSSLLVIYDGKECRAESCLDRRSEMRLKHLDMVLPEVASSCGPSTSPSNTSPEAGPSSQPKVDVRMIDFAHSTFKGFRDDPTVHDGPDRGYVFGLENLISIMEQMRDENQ
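ADP-Glo luminescence measures ADP made by human IP6K1 during a 2 h RT reaction with ATP/IP6 (mix at 1.3 mM/130 uM); top library doses 57.5 and 19.1 uM final.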
FLuc inh = Firefly luciferase inhibition profiling of diverse chemical library using quantitative high-throughput screening; Luciferin 4-monooxygenase (Photinus pyralis), P08659; AID 1347043, 2019; purified P. pyralis luciferase, luminescence, biochemical; Potency, µM (top dose mostly 115 µM), inactives show at the top dose activity change, negative = inhibition, usual class: inhibitors; actives 2.5% (n = 76,000); note: potency is the fitted concentration of half-maximal effect; nearly all actives have a fitted effect of over 65% in size
Target sequence (P08659 whole entry, looked up): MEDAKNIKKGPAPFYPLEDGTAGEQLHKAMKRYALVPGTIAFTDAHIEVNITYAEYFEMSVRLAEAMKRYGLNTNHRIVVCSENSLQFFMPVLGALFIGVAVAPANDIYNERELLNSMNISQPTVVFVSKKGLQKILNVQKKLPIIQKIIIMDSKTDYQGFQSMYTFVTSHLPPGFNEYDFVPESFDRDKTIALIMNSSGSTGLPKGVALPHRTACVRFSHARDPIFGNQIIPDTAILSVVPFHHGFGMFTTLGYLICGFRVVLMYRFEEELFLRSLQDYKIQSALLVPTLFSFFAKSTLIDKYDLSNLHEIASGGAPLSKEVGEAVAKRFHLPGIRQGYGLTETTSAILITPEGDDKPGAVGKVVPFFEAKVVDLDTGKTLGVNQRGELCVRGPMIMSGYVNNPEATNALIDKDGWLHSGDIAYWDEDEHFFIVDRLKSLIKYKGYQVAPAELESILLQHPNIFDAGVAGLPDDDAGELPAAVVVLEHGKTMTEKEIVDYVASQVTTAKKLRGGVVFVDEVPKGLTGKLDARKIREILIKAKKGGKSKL
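Luminescence read by CCD imager after adding enzyme (10nM final) to wells holding compound, titrated in qHTS. Substrates 10uM each D-luciferin and ATP; buffer 50mM Tris acetate pH 7.5, 10mM Mg acetate, Tween-20, BSA.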
3T3 cytotox = Cytotoxic Profiling in NIH 3T3 Cell Line of Diverse Libraries Using Quantitative High-Throughput Screening | NIH 3T3 viability, CellTiter-Glo ATP luminescence, 48-72 h | Potency, µM (titrated, usually from 96.7 µM), inactives show top-dose activity change, negative = cytotoxicity, most hits filed as inhibitors | actives 4.3% (n = 94,000) | AID 1345082, 2018; note: potency is the fitted concentration of half-maximal effect; nearly all actives have a fitted effect of over 55% in size
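Cytotoxicity was measured by CellTiter-Glo ATP luminescence after 48 or 72 h compound exposure at 37 °C. Mouse NIH 3T3 fibroblasts were seeded at 400 cells/well and dosed by 23 nL pin transfer.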
Starred values were filed as active, the others as inactive; i = inactive; ? = inconclusive; nt = no result given; [ ] = another dose, or the depositor's remark. Unless noted, calls come from the whole dose curve; as a rule, active = well fitted curve in the direction sought with a large enough effect; inconclusive = small, poorly fitted or top-dose-only effect, or another doubt; inactive = no such curve, though single readings can be large; an effect the other way counts as inactive or inconclusive. Unless noted, % is set by controls: 0 for no effect and ±100 for the full control effect.

# | SMILES | HEK cytotox | GPT2 inh | SNCA expr inh | SNCA viab count
1 | COC(=O)c1ccc(OCC2c3cc(OC)c(OC)cc3CCN2C(=O)c2ccccc2F)cc1 (stereo not given) | nt | nt | -29% | -16%
2 | COc1cccc(-n2cc(C(=O)Oc3cccc(C(F)(F)F)c3)c3ccccc3c2=O)c1 | nt | nt | 15% | -10%
3 | Cc1nnc2ccc(N3CCCN(C(=O)Nc4ccc(Cl)cc4)CC3)nn12 | -8% | nt | nt | nt
4 | Cc1ccc(-c2ncc(C(=O)Nc3ccc(F)c(F)c3)c(-c3ccncc3)n2)cc1 | -24% | -7% | 2% | -5%
5 | COc1ccc(N(Cc2cccs2)C(=O)c2ccc(OCC(C)C)cc2)cc1 | nt | nt | ? | 2%
6 | CCSc1nc2c([nH]c3ccccc32)c(=O)n1-c1ccc(F)cc1 | nt | nt | -18% | 11%
7 | CC1(C)C(=O)N(Cc2ccccc2)[C@H]2CN(Cc3ccncc3)C[C@H]2[S+]1(=O)[O-] | i | -12%[88.5 µM] | 8%[87.6 µM] | -10%[87.6 µM]
8 | C[N+]1(C)CCC(OC(=O)C(O)(c2ccccc2)C2CCCC2)C1 (stereo not given) | nt | -5% | 11%[25.6 µM] | -20%[23.9 µM]
9 | O=C(CCc1c[nH]c2ccccc12)N1CC2CC(C1)[C@H]1CCCC(=O)N1C2 (stereo not given in full) | 6% | i | ? | 5%
10 | COc1ccc(N2CCN(c3ncccc3-c3nc(-c4ccccc4C)no3)CC2)cc1 | nt | nt | -19% | 5%

# | IP6K1 inh | FLuc inh | 3T3 cytotox
1 | 4 | nt | nt
2 | -3 | nt | nt
3 | -1 | nt | -24%
4 | 11 | 1% | ?
5 | -2 | nt | nt
6 | -9 | nt | nt
7 | 4 | 3%[172 µM] | ?
8 | 7 | nt | nt
9 | -10 | 3% | 3%
10 | -9 | nt | nt

Part of the list above with just IP6K1 inh.
cpd	SMILES	IP6K1 inh
7	CC1(C)C(=O)N(Cc2ccccc2)[C@H]2CN(Cc3ccncc3)C[C@H]2[S+]1(=O)[O-]	4
8	C[N+]1(C)CCC(OC(=O)C(O)(c2ccccc2)C2CCCC2)C1 (stereo not given)	7
9	O=C(CCc1c[nH]c2ccccc12)N1CC2CC(C1)[C@H]1CCCC(=O)N1C2 (stereo not given in full)	-10
10	COc1ccc(N2CCN(c3ncccc3-c3nc(-c4ccccc4C)no3)CC2)cc1	-9

Carrying on:
# | SMILES | HEK cytotox | GPT2 inh | SNCA expr inh | SNCA viab count
11 | CC(C)CCN(C)Cc1cccn1C | -1%[230 µM] | 4%[88.5 µM] | -15%[87.6 µM] | 11%[87.6 µM]
12 | CCOC(=O)c1cc(-c2ccc(C)cc2)n(CCC(=O)Nc2ccc(C(C)C)cc2)c1C | nt | nt | ? | -6%
13 | COc1cccc(CC(=O)N2CCC3(CC2)CC(N(C(=O)NC(C)C)C2CC2)CCO3)c1 (stereo not given) | -19% | i | -4% | 0%
14 | Cc1cccc(N(CC(=O)Nc2cccc(Cl)c2C)S(C)(=O)=O)c1C | nt | nt | 106%[activator] | 4%
15 | O=C(NCc1cccnc1)C1CCN(Cc2cc3ccccc3n2Cc2ccccc2)CC1 | nt | nt | -14% | -1%
16 | COc1ccc2[nH]c3c(c2c1)CCNC31CCN(C(=O)c2ccco2)CC1 | ? | -2% | 12% | -10%[12.5 µM]
17 | O=C(c1c(OCC2CC2)cc(=O)n2c1CCOCC2)N1CCCCCC1 | -9% | ? | 14% | 7%
18 | CC1CCN(C(=O)Cn2cc(SCc3cccc(F)c3)c3ccccc32)CC1 | nt | nt | -11% | ?
19 | Cc1ccc(CCNC(=O)CCS(=O)(=O)c2cc3c(cc2Cl)NC(=O)CO3)cc1 | nt | nt | 2% | 11%
20 | COCC1CN(C2CCC2)CC12CCN(C(=O)C1CCC1)CC2 (stereo not given) | ? | i | -29% | -12%

# | IP6K1 inh | FLuc inh | 3T3 cytotox
11 | 4 | -3%[230 µM] | 5%[174 µM]
12 | 6 | nt | nt
13 | 18 | 0% | -11%
14 | -10 | nt | nt
15 | 10 | nt | nt
16 | 15 | 2% | ?
17 | 3 | -12% | -11%
18 | -5 | nt | nt
19 | 2 | nt | nt
20 | 17 | 7% | -10%

Quoted from the listing:
For SNCA viab count, O=C(c1c(OCC2CC2)cc(=O)n2c1CCOCC2)N1CCCCCC1 shows 7%
For SNCA viab count, CCOC(=O)c1cc(-c2ccc(C)cc2)n(CCC(=O)Nc2ccc(C(C)C)cc2)c1C shows -6%
For IP6K1 inh, Cc1ccc(CCNC(=O)CCS(=O)(=O)c2cc3c(cc2Cl)NC(=O)CO3)cc1 shows 2

Remaining list, next part
# | SMILES | HEK cytotox | GPT2 inh | SNCA expr inh | SNCA viab count
21 | CSc1cccc(NC(=O)C2CCN(C(=O)c3ncn4c3COC(c3ccc(F)cc3)C4)CC2)c1 (stereo not given) | -29% | i | 44%[activator] | -21%
22 | CCOc1ccc2c(n1)CCN(C(=O)Nc1cc(C)ccc1C)C2 | ? | i | 84%[activator] | -4%[12.5 µM]
23 | COc1cc(C)ccc1OCCSc1nc2ccc(NC(=O)c3ccc4c(c3)OCO4)cc2s1 | nt | nt | 25% | 44%
24 | Cc1ncc(CN2CCC(C3(c4cccnc4)NC(=O)NC3=O)CC2)[nH]1 (stereo not given) | 4% | 0% | 3% | -8%
25 | COCC1CN(Cc2ccc(Cl)cc2)CC12CCNCC2 (stereo not given) | ? | 1% | -1% | -18%
26 | CCCc1nn2c(=O)cc(COC(=O)c3ccccc3NC(=O)C3CCCCC3)nc2s1 | nt | nt | -3% | -12%
27 | O=C(Cc1ccccc1)N1CCNc2cnc(Nc3ccccc3)nc2C1 | ? | -20%[88.5 µM] | -28%[87.6 µM] | -8%[87.6 µM]
28 | CCOCCCNC(=O)N1CC(c2nnc(-c3ccncc3)o2)C2(CCOCC2)C1 (stereo not given) | -4% | i | -1% | 3%
29 | CN1CCN(C(=O)CC[C@@H]2CNC(=O)[C@@H]3C[C@H](NC(=O)c4ccccc4)CN23)CC1 | -9%[172 µM] | i | -7%[87.6 µM] | -1%[87.6 µM]
30 | CCCNc1cc(N2CCC(CCC(=O)N3CCN(c4cccc(C)c4)CC3)CC2)ncn1 | 20µM* | i | ? | -18%

# | IP6K1 inh | FLuc inh | 3T3 cytotox
21 | 0 | ? | -9%
22 | -14 | ? | ?
23 | -5 | nt | nt
24 | 21 | 2% | -1%
25 | 9 | -14% | ?
26 | 22 | nt | nt
27 | 3 | -2%[172 µM] | -29%[138 µM]
28 | 10 | 1% | i
29 | 19 | 0%[172 µM] | -14%[174 µM]
30 | 14 | ? | ?

Remaining list, next part
# | SMILES | HEK cytotox | GPT2 inh | SNCA expr inh | SNCA viab count
31 | Cc1cc(C)c(Cn2c3ccccc3c3cnn(CC(=O)NC4CCC(C)CC4)c(=O)c32)c(C)c1 (stereo not given) | nt | nt | 11% | 25%
32 | CC(=O)N1CCc2c(nc(-c3cccnc3)nc2NCc2cc(C)on2)C1 | 2% | -5% | 43%[activator] | -1%
33 | COCCCn1c(=O)c(C(=O)NCCOC)nc2cccnc21 | 0%[172 µM] | 2%[88.5 µM] | -3%[87.6 µM] | -9%[87.6 µM]
34 | CN1CCCCCCN(S(=O)(=O)c2ccccc2)[C@H]2CCC[C@H]2C1=O | ? | i | -8% | -5%
35 | CCOC(=O)c1c(NC(=O)CSc2nc(-c3ccc(OC)cc3)cc(C(F)(F)F)n2)sc(C)c1C | nt | nt | -4% | 5%
36 | CN(C)C(=O)C1CCc2nnc(-c3ccc(Cl)cc3Cl)n21 (stereo not given) | -16% | 5% | ? | 8%
37 | CCCCCCC(=O)Nc1ccc2nc3c(=O)n(C)c(=O)n(C)c3nc2c1C | nt | nt | 19% | 1%
38 | CCOc1ccc(OCC(=O)NCCS(=O)(=O)N2CCN(c3ccc(F)cc3)CC2)cc1 | nt | nt | -13% | 6%
39 | O=C(CN1C(=O)NC2(CCCCC2)C1=O)NCCc1ccc(Cl)cc1 | -23% | 2% | 6% | -8%
40 | Cc1ccc(-n2nnnc2SCC(=O)NCCc2ccccc2)cc1C | nt | nt | 20% | ?

# | IP6K1 inh | FLuc inh | 3T3 cytotox
31 | 4 | nt | nt
32 | -6 | 1% | ?
33 | 8 | nt | 4%[138 µM]
34 | 1 | 8% | -28%
35 | -1 | nt | nt
36 | 15 | nt | -16%
37 | -1 | nt | nt
38 | 6 | nt | nt
39 | -1 | 11% | -7%
40 | 4 | nt | nt

Other compounds follow.
# | SMILES | HEK cytotox | GPT2 inh | SNCA expr inh | SNCA viab count
41 | COc1cccc(C(=O)NCc2cn3cccc(C)c3n2)c1 | nt | nt | -6% | -13%
42 | COc1ccc(OC)c(-c2n[nH]c3c2CC(=O)N(CCOc2ccccc2)C3)c1 | ? | i | 15%[87.6 µM] | -23%[87.6 µM]
43 | COc1cc(C(=O)Nc2ccc(-c3nc4cc(C)c(C)cc4o3)cc2)cc(OC)c1OC | nt | nt | 1% | ?
44 | Cc1noc(C)c1C(=O)N1CCC2(CC1)CN(C(=O)Cc1c[nH]c3ccccc13)CCO2 | i | -13% | -14% | -6%
45 | C[C@]1(CO)[C@H]2Cc3sc(-c4ccsc4)nc3[C@@H](CC(=O)NCc3ccco3)[C@]2(C)CC[C@H]1O | -13% | 1% | 3% | 9%
46 | O=C(C1CC1)N1CCN(c2nccc(Nc3ccccc3Cl)n2)CC1 | ? | -3% | 77%[activator] | -11%
47 | O=C(CSc1c2c(nc3ccc(Cl)cc13)CCCC2)N1CCN(c2ccc(Cl)cc2)CC1 | nt | nt | -12% | -21%
48 | CCOC(=O)C1CCN(C(=O)c2nn(-c3ccc(OC)cc3)c(=O)c3c2c2ccccc2n3C)CC1 | nt | nt | -20% | -6%
49 | C=C(C)C1CC=C(C(=O)O)CC1 (stereo not given) | nt | -1% | -14% | -2%
50 | O=C(NC1CC1)c1nc2cccnc2n(C2CC2)c1=O | -11%[172 µM] | i | -21%[87.6 µM] | -11%[87.6 µM]

# | IP6K1 inh | FLuc inh | 3T3 cytotox
41 | 23 | nt | nt
42 | 13 | -3%[172 µM] | ?
43 | 31 | nt | nt
44 | -1 | nt | i
45 | 2 | -13% | ?
46 | 16 | nt | 22µM*
47 | 33 | nt | nt
48 | 14 | nt | nt
49 | nt | nt | nt
50 | 13 | nt | -23%[138 µM]

Only part of the results is shown, so the mix of outcomes need not match the whole.
